CHRM1 PAM – human M1 muscarinic receptor positive allosteric modulators, primary screen, CHO-K1 cells, Fluo-8 calcium fluorescence, 1536-well; activation, % at 3 µM; actives 0.088% (n = 360,000); CHO-K1 hM1, ACh EC20; 0% = ACh EC20, 100% = maximal ACh; in the data active = activation above about 19%, passing the limit was not always enough
Target sequence (P11229 whole entry, looked up): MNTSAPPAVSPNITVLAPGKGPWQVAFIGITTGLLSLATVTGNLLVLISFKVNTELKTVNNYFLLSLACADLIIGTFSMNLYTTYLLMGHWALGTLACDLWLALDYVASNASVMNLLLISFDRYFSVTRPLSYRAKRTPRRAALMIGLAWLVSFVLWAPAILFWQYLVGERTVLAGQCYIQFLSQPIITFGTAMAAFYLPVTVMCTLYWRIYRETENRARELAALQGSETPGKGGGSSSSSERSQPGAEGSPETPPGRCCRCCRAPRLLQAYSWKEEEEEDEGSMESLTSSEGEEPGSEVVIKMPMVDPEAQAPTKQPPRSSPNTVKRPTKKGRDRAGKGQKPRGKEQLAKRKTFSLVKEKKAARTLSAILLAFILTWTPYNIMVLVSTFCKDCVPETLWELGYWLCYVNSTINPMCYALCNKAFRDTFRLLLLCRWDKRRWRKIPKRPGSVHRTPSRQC
CRFR2-BP ag – agonists of CRF-BP/CRF-R2 complex, primary screen, cell-based, HEK293, calcium dye fluorescence, uHTS; CRF-binding protein / CRF receptor 2 complex (human); calcium dye fluorescence (FLIPR); percent of saturating CRF peptide response; activation, % at 13.2 µM; actives 0.46% (n = 350,000);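 active = activation of at least 50%, plus an integration ratio under a set limit after plate pattern correction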;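 note: plate controls were neutral control wells without compound for no effect and CRF at EC100 for full effect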
CHRM5 agonist – human M5 muscarinic receptor agonists, primary screen, CHO-K1 cells, Fluo-8 calcium fluorescence | Muscarinic acetylcholine receptor M5 (Homo sapiens), P08912 | CHO-K1 hM5 cells; 0% DMSO wells, 100% maximal acetylcholine response | actives 0.19% (n = 360,000) | AID 624037, 2012 | activation, % at 3 µM;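 active = activation above the run's mean over test compounds plus 3 SD, cut at about 23% in these data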;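 note: signal is peak over basal fluorescence ratio across the kinetic read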
CHRM5 PAM – human M5 muscarinic receptor positive allosteric modulators, primary screen, CHO-K1 cells, Fluo-8 calcium fluorescence. Muscarinic acetylcholine receptor M5 (Homo sapiens), P08912. CHO-K1 hM5, ACh EC20 PAM; 0% = ACh EC20, 100% = ACh EC100. activation, % at 3 µM. actives 0.3% (n = 360,000);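 active = activation above the run cutoff, the mean activation of all test compounds plus 3 SD, cut at about 18% in these data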
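Measured by: Fluo-8 calcium fluorescence; material: human M5 receptor in CHO-K1 cells; schedule: Post-acetylcholine fluorescence recording 140 s; benchmarks: low control EC20 acetylcholine (0%), high control EC100 acetylcholine (100%); read-out: Max/basal fluorescence ratio as % of EC20–EC100 ACh window; compound: single dose, 3 µM nominal final test concentration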
CHRM4 antagonist – human M4 muscarinic receptor antagonists, primary screen, CHO cells, Fluo-8 calcium fluorescence. CHO-hM4 cells, ACh EC80. inhibition, % at 3 µM. Muscarinic acetylcholine receptor M4 (Homo sapiens), P08173. actives 0.73% (n = 360,000). AID 624125, 2012;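 active = inhibition above its plate's cutoff, the mean inhibition of sample wells plus 3 SD, cut at about 27% in these data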;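 note: 0% = acetylcholine EC80 with DMSO and 100% = DMSO without agonist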
Target sequence (P08173 whole entry, looked up): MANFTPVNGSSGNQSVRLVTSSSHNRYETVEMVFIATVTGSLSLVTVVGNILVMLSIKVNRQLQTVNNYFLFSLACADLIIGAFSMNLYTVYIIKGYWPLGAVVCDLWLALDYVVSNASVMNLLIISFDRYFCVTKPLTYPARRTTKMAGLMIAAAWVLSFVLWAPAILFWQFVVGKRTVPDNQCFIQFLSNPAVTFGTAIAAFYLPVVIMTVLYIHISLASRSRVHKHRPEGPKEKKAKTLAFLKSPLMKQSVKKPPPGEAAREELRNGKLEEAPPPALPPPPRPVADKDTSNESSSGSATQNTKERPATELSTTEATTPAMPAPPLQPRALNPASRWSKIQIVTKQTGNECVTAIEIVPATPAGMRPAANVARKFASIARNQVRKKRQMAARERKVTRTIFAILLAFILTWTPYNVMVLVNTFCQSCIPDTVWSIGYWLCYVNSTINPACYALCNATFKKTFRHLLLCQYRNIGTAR
CHRM4 agonist – human M4 muscarinic receptor agonists, primary screen, CHO-K1 cells, Fluo-8 calcium fluorescence; CHO-K1 hM4/Gqi5; vehicle 0%, full acetylcholine response 100%; activation, % at 3 µM; actives 0.14% (n = 360,000);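 active = activation above the run mean over all test wells plus 3 SD, cut at about 32% in these data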;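 note: peak over basal fluorescence ratio per well then scaled between controls; 0% = DMSO wells and 100% = acetylcholine at EC100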
CHRM4 PAM – human M4 muscarinic receptor positive allosteric modulators, primary screen, CHO-K1 cells, Fluo-8 calcium fluorescence | CHO-K1 hM4/Gqi5, ACh EC20; 0% = ACh EC20, 100% = maximal ACh | activation, % at 3 µM | AID 624126, 2012 | Muscarinic acetylcholine receptor M4 (Homo sapiens), P08173 | actives 0.4% (n = 360,000);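 active = activation above its plate's cutoff, the mean activation of sample wells plus 3 SD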; note: some results filed as inactive read as strong as hits
CRFR2-BP antag – antagonists of CRF-BP/CRF-R2 complex, primary screen, cell-based, HEK293, calcium dye fluorescence, uHTS. CRF-induced calcium fluorescence. inhibition, % at 11.8 µM. actives 0.59% (n = 350,000). AID 588475, 2011;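 active = inhibition of the ligand-induced calcium signal above about 50% at the single tested concentration, limit read from the data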
CHRM5 antagonist – human M5 muscarinic receptor antagonists, primary screen, CHO cells, Fluo-8 calcium fluorescence; Muscarinic acetylcholine receptor M5 (Homo sapiens), P08912; CHO-hM5 cells, ACh EC80; inhibition, % at 3 µM; actives 0.59% (n = 360,000);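 active = inhibition above a per-plate cutoff, the mean of that plate's test compounds plus 3 SD, cut at about 27% in these data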;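 note: 0% = acetylcholine EC80 with DMSO and 100% = DMSO without agonist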
The depositor's hits bear a star; x = no result given.

SMILES	CHRM1 PAM	CRFR2-BP ag	CHRM5 agonist	CHRM5 PAM	CHRM4 antagonist	CHRM4 agonist	CHRM4 PAM	CRFR2-BP antag	CHRM5 antagonist
CCN(C(=O)c1cc2cc(OC)ccc2oc1=O)c1ccccc1	3	-2.6	-1	-10	17	1	4	7	15
CCCCN(CC)S(=O)(=O)c1ccccc1	12	1.2	0	5	12	0	16	2	1
COc1ccc(-c2c3c(nc4sc(C(=O)Nc5cc(C)on5)c(N)c24)CCC3)cc1	-10	1.4	3	-6	1	2	-6	-50	-1
O=C1CC/C=C\C[C@@H](CC(=O)N(CCO)Cc2ccccc2)C(=O)N[C@H](Cc2ccccc2)CO1	12	-2.8	1	2	-10	1	5	-1	8
CCN(CC)S(=O)(=O)c1cc(-c2nnc(-c3ccc(Br)cc3)o2)ccc1Cl	11	0.5	2	4	8	-1	6	-1	2
CCN(C(=O)COC(=O)c1cc(Cl)ccc1OC)c1c(N)n(Cc2ccccc2)c(=O)[nH]c1=O	5	1.7	4	0	0	0	-3	-8	1
Cc1ccc(-c2nnc(N3CCOCC3)c3ccccc23)cc1S(=O)(=O)N(C)C	10	-1.0	-1	2	-3	0	2	-11	-4
O=C(CSc1ccc2nnc(-c3ccc(F)cc3)n2n1)NCc1ccco1	6	-0.2	4	3	-3	0	13	14	-1
CC(C)CCNc1nc(N)c([N+](=O)[O-])c(NC2CCCCC2)n1	7	3.0	-2	4	-2	0	5	-33	-6
CCOC(=O)C1=CC[C@@H](c2ccccc2Cl)N(S(=O)(=O)c2ccc(C)cc2)[C@H]1C(=O)OCC	-2	-0.5	-3	-18	1	2	-5	-1	22
COc1ccccc1N(C)S(=O)(=O)c1ccc(C(=O)OCC(N)=O)cc1	8	0.8	0	0	-16	4	3	0	-2
Cc1csc(SCC(=O)NC2CCC(C)CC2)n1 (stereo not given)	7	-1.7	-6	-4	-25	1	5	5	-4
Cc1ccc(NC(=O)c2ccc(CNS(=O)(=O)c3cccc(C(F)(F)F)c3)cc2)cc1	3	1.9	-4	0	1	1	-2	-9	-5
c1ccc2c(c1)-c1nc3ccccc3cc1C2N1CCCCC1 (stereo not given)	-1	-1.7	-1	-5	-13	8	-4	-8	0
COCC(C)n1c(SCC(=O)NC(=O)Nc2ccc3c(c2)OCCO3)nc2ccccc2c1=O (stereo not given)	-5	3.4	1	-1	11	0	-4	-20	5
CCOc1ccc(/C=N/OCC(=O)NCc2ccc3c(c2)OCO3)cc1OC	-8	0.1	3	-5	0	5	0	5	7
CC1(C)Cc2c(sc(NC(=O)C(=O)N3CCCCC3)c2C(=O)O)CO1	6	0.0	-2	5	-8	1	4	6	-14
CCOc1ccc2[nH]c(=O)c(CN(CCCN3CCOCC3)Cc3nnnn3Cc3ccc(OC)cc3)cc2c1	-2	0.9	0	-1	17	0	-15	-9	6
CSc1ccc(/C=C/C(=O)OCC(=O)NCC2CCCO2)cc1 (stereo not given)	9	0.1	4	1	2	4	1	-5	-5
CC(C)C1CC(CCN)(c2ccccc2)CCO1 (stereo not given)	-12	4.7	-12	2	48*	1	-13	-17	7

As entered above.
CCN(CC)S(=O)(=O)c1cc(-c2nnc(-c3ccc(Br)cc3)o2)ccc1Cl – CHRM5 agonist: 2
CC1(C)Cc2c(sc(NC(=O)C(=O)N3CCCCC3)c2C(=O)O)CO1 – CHRM4 agonist: 1
CSc1ccc(/C=C/C(=O)OCC(=O)NCC2CCCO2)cc1 (stereo not given) – CHRM4 PAM: 1
Cc1ccc(NC(=O)c2ccc(CNS(=O)(=O)c3cccc(C(F)(F)F)c3)cc2)cc1 – CHRM5 agonist: -4

(list continues)
SMILES	CHRM1 PAM	CRFR2-BP ag	CHRM5 agonist	CHRM5 PAM	CHRM4 antagonist	CHRM4 agonist	CHRM4 PAM	CRFR2-BP antag	CHRM5 antagonist
Cc1ccc(S(=O)(=O)N2CCCC(C(=O)NCc3ccc4c(c3)OCO4)C2)cc1 (stereo not given)	-4	-1.1	-1	0	4	0	-5	14	6
COCCNC(=O)c1onc(CSc2ccc(C(C)C)cc2)c1C(=O)O	3	3.0	-4	3	-9	-1	7	14	-10
CCCCn1c(N)c(N(CCOC)C(=O)c2ccc(N3C(=O)CCC3=O)cc2)c(=O)[nH]c1=O	4	2.0	4	8	-4	1	7	-4	-6
COc1ccccc1-n1c(SCC(=O)OC(C)C)nc2cccnc21	13	-0.9	0	-5	4	1	2	-3	10
COc1ccc(C)cc1S(=O)(=O)N1CCCC(C(=O)NC2CC2)C1 (stereo not given)	11	0.2	-5	0	-1	0	6	-8	2
Clc1cc2c(cc1/C=N/Nc1nc(N3CCOCC3)nc(N3CCOCC3)n1)OCO2	4	0.7	1	3	2	1	0	17	10
Cc1cc(C(=O)O)ccc1-n1c(C)cc(/C=C2\SC(=O)NC2=O)c1C	0	-0.2	0	-3	4	0	1	-3	7
CCN(CC)C(=O)C1CCCN(c2ccc([N+](=O)[O-])cc2/C=N/NC(=O)c2ccc([N+](=O)[O-])cc2)C1 (stereo not given)	2	-3.0	-2	6	9	0	15	19	-3
CCNc1nc(NC(C)C)nc(NS(=O)(=O)c2ccc(Cl)cc2)n1	5	-3.1	-2	5	4	-1	-2	7	-3
O=c1c([N+](=O)[O-])c[nH]c2ccccc12	-4	-1.6	-3	1	5	-1	-7	3	-6
Cc1csc(N/N=C\c2cccnc2)n1	7	0.6	2	2	0	1	2	-9	-3
Cc1cccnc1NC(=O)CCNS(=O)(=O)c1ccc2c(c1)c(=O)n(C)c(=O)n2C	11	-1.2	3	-3	3	1	-4	-8	5
CS(=O)(=O)N(CC(=O)NCCSc1ccccn1)c1ccc(F)cc1	13	-0.3	4	6	-32	2	16	-8	-5
N#Cc1cccc(C#N)c1N1CCC(C#N)CC1	-9	-1.2	-1	-13	11	19	-6	3	17
CCOC(=O)c1c(NC(=S)Nc2ccc(Cl)cc2)sc2c1CCN(C)C2	-2	17	-4	-2	-11	2	-7	-7	-1
CC1CCCCC12NC(=O)N(CC(=O)Nc1cccnc1Cl)C2=O (stereo not given)	8	3.5	-3	3	2	1	7	-9	1
CCn1c(SCc2nc3cc(OC)c(OC)cc3c(=O)[nH]2)nc2ccccc21	12	-4.2	3	4	3	3	-1	6	5
Cc1c(NC(=O)C(C)Oc2ccccc2F)c(=O)n(-c2ccccc2)n1C (stereo not given)	-4	3.4	-1	1	7	0	-5	-9	12
COC(=O)[C@]12CCCCC=C1N(Cc1ccccc1)C(=O)[C@H](CC(=O)NCc1ccccc1)C2	x	x	2	2	-9	7	1	x	6
CCOC(=O)N1CCN(c2nc3ccc(C(=O)c4ccccc4)cc3n3cnnc23)CC1	9	-0.4	7	16	1	1	31*	-12	-2
O=C(NCCS(=O)(=O)N1CCN(Cc2ccccc2)CC1)c1ccccc1	15	1.0	-2	6	-6	3	6	8	-4
C=CCc1ccc(OCCn2cncn2)c(OC)c1	-3	0.0	-2	4	6	0	1	-1	10
CC(=O)Nc1ccc(S(=O)(=O)NCc2nc(-c3ccccc3)no2)cc1	6	-0.8	-2	2	-2	1	0	-5	6
COc1ccc(N(C)C(=O)C2CCN(S(=O)(=O)c3cccc4nsnc34)CC2)cc1	-6	8.3	-3	-5	1	2	-2	15	5
Cn1c(SCC(=O)OCc2ccccc2)nnc1-c1ccco1	1	-0.6	-7	-8	-6	1	8	10	-5
Cc1cccc(OCCCC(=O)Nc2ccc(Cl)c(S(=O)(=O)N3CCOCC3)c2)c1	-10	5.3	3	-16	8	12	-8	-5	12
Cc1ccc(-c2cc(C(=O)OCC(=O)N(C)c3c(N)n(Cc4ccccc4)c(=O)[nH]c3=O)c3ccccc3n2)o1	5	-0.6	-1	-4	4	0	-1	23	6
COc1cc(C(=O)NNC(=O)c2cc(=O)[nH]c3ccccc23)cc(OC)c1OC	7	0.1	5	6	2	1	2	10	-7
Cc1ccc(S(=O)(=O)NNC(=O)c2ccc(F)cc2)cc1	-7	0.2	-8	1	8	0	-12	1	11
Cc1ccc(-c2nc3ncccc3o2)cc1NC(=O)c1sc2ccccc2c1Cl	3	2.6	2	-1	-1	0	21	-15	-6
CCN1CCN(C(C(=O)NC2CCCCC2)C2CC2)CC1 (stereo not given)	-6	x	3	-2	2	1	-3	x	2
CCOc1ccc(-c2nc(-c3cccnc3)no2)cc1OCC	7	3.3	-2	-9	0	2	3	14	9
CN(c1ccccc1)S(=O)(=O)c1cccc(NC(=O)c2ccc3ncsc3c2)c1	-4	0.3	-3	-31	14	15	-24	-3	19
COC(=O)C1=C(C)N(CCc2c[nH]c3ccccc23)C(=O)/C1=C\N(C)C	6	1.5	2	-5	0	2	-8	6	3
Cc1ccc(S(=O)(=O)N2CCN(c3ccc([N+](=O)[O-])c(NCCN4CCOCC4)c3)CC2)cc1	6	-0.3	-4	-2	2	0	-3	2	0
CCOC(=O)c1sc(NC(=O)c2ccccc2OCC)nc1C	3	0.3	-1	3	-1	1	2	6	7
Cc1ccc(C(=O)N/N=C\c2ccccn2)cn1	7	2.1	1	5	-6	1	15	113*	-1
O=C(Cc1cccs1)Nc1nc(-c2ccc(F)c(F)c2)cs1	-21	-0.2	-2	-11	4	18	-14	-1	11
COc1ccc(C(Sc2ccccc2)c2ccccc2)cc1OC (stereo not given)	-2	5.6	-2	2	-5	0	-4	20	1
C=CC(=O)Nc1cccc(Oc2ccnc3[nH]ccc23)c1	-34	1.1	-7	-13	4	2	-13	-38	15
COc1ccc(C(CNC(=O)CSc2ccccc2)N2CCOCC2)cc1 (stereo not given)	0	-0.1	1	2	-3	1	5	9	-6
Cc1c(C(=O)N(C)CCOc2ccccc2)oc2c(Cl)cccc12	10	-1.6	-2	-15	0	0	-4	-8	8
O=C(Nc1ccc2c(c1)OCCO2)C(c1cc2ccccc2o1)N1CCN(c2ccc(C(F)(F)F)cn2)CC1 (stereo not given)	-4	x	3	-6	-3	2	-4	x	-3
CCOc1ccccc1-c1nc(-c2cc3ccc(C)cc3[nH]c2=O)no1	2	0.9	-1	6	5	-1	-2	9	-9
CCOc1ccc(C(=O)OC2CCCN(C)C2)cc1 (stereo not given)	2	2.3	-1	8	14	2	11	-9	2
COc1ccc(S(=O)(=O)NC(C(=O)OCC(=O)Nc2ccc(N3CCOCC3)cc2)C(C)C)cc1 (stereo not given)	6	-1.3	3	7	-16	4	7	11	-5
COc1ccc(Nc2nc(NCCO)nc(N3CCCC3)n2)cc1	2	-0.6	3	1	-1	0	6	-3	2
N#C/C=C1\n2c(nc3ccccc32)OC12CCCCC2	0	0.7	-5	0	-27	-1	10	-7	-7
CC(=O)C1=C(O)C(=O)N(CCC(=O)O)C1c1ccccc1[N+](=O)[O-] (stereo not given)	5	2.0	-3	-5	0	2	14	-43	-1

Whole records, looked up by structure. Order of screens: CHRM1 PAM	CRFR2-BP ag	CHRM5 agonist	CHRM5 PAM	CHRM4 antagonist	CHRM4 agonist	CHRM4 PAM	CRFR2-BP antag	CHRM5 antagonist
CCOc1ccc(C(=O)OC2CCCN(C)C2)cc1 (stereo not given) is listed as 2	2.3	-1	8	14	2	11	-9	2
COc1ccc(C(Sc2ccccc2)c2ccccc2)cc1OC (stereo not given) is listed as -2	5.6	-2	2	-5	0	-4	20	1

Source: PubChem BioAssay
